Screening results (PubChem)
SMN2 splice up – qHTS Assay for Enhancers of SMN2 Splice Variant Expression; HEK293 SMN2-luciferase splicing reporter, luminescence, 30-36 h; Potency, µM (doses to about 46.1 µM), for the others: top-dose activity change, positive = activation, actives largely listed as activators; 210,000 tested, 2.8% active; further: % of control where 0% means no effect; nearly all actives have a fitted effect of over 55% in size
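HEK293 cells carry an SMN2 […]–luciferase reporter in which exon 7 inclusion puts luciferase in frame. Cells were plated 10-12 h before compound addition, then incubated 30-36 h at 37C. ONE-Glo luminescence was read; sodium butyrate at 4.5 mM final served as control.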
Epigenetic reg – Quantitative High-Throughput Screen for Regulators of Epigenetic Control. Potency, µM (highest dose often 53.9 µM), inactives show at the highest dose GFP activation, usual class: activators. 280,000 tested, 0.2% active. murine LDR cells, GFP reporter derepression, 30 h; further: % of control where 0% means no effect; nearly all actives have a fitted effect of over 60% in size
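GFP-positive cell count by laser-scanning cytometry (objects 20–120 um) after 30 h, 37 C compound exposure of murine LDR cells; reporter is CMV-GFP integrated at a silenced locus, inducible by HDAC or DNMT inhibitors.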
KDM4E inh – qHTS Assay for Inhibitors of Human Jumonji Domain Containing 2E (JMJD2E) | Potency, µM (series often up to 57.1 µM), for inactives: at the top dose activity change, negative = inhibition, hits mostly inhibitors | Lysine-specific demethylase 4E (Homo sapiens), B2RXH2 | 230,000 tested, 1.6% active | JMJD2E catalytic domain, FDH-coupled NADH fluorescence (FDH is formaldehyde dehydrogenase); active means well fitted inhibition curve with a large enough effect, not every such curve was filed as active; inconclusive means small, poorly fitted or top-dose-only effect, or another doubt; inactive means no such curve, though single readings can be large or run the other way;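 further: 0% = wells with enzyme and -100% = buffer wells without enzyme; nearly all actives have a fitted effect of over 50% in size; many of its hits are not listed in these tables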
Target sequence (B2RXH2 1-337 limits assumed): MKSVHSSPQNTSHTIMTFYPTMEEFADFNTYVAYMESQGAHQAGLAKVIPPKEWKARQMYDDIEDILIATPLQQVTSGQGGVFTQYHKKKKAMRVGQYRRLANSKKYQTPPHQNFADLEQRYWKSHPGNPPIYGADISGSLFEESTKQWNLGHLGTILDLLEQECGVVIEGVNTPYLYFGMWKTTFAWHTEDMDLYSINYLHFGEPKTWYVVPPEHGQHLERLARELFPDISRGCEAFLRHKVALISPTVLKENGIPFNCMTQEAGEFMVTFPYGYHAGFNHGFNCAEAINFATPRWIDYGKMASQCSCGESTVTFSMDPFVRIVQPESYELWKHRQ
RECQ1 helicase – qHTS Assay for Inhibitors of RecQ-Like Dna Helicase 1 (RECQ1); RECQ1 DNA unwinding, red fluorescence kinetic read; ATP-dependent DNA helicase Q1 (Homo sapiens), P46063; Potency, µM (titrated, usually from 57.3 µM), without a hit: at the highest dose activity, negative = inhibition, actives largely listed as inhibitors; 240,000 tested, 0.54% active;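 further: plate controls were vehicle for no effect and no enzyme for full effect; nearly all actives have a fitted effect of over 30% in size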
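RECQ1T1 50 nM; forked duplex (20 bp + 30-nt ss tails) 200 nM, ATP 2 mM final; pH 8.0, 2 mM MgCl2, 2.5 ug/ml poly(dI-dC); 15 min compound preincubation; discontinuous kinetic read over 2 h at RT.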
KinaseGlo FLuc – Counterscreen for Luciferase (Kinase-Glo TM) Inhibition; Luciferin 4-monooxygenase (Photuris pensylvanica), Q27757; Kinase-Glo luciferase, ATP luminescence, 8 min; Potency, µM (doses to about 38.3 µM), for inactives: at the highest dose activity change, negative = inhibition, actives largely listed as inhibitors; 200,000 tested, 0.28% active; AID 1379, 2008; further: on the % scale 0 is the no-effect control and ±100 the full control effect; nearly all actives have a fitted effect of over 60% in size
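Substrate mix (final 50 mM imidazole pH 7.2, 50 mM KCl, 7 mM MgCl2, 10 uM ATP, 0.01% Tween 20, 0.05% BSA) plus pin-tool compound, then Kinase-Glo detection mix; 8 min ambient, luminescence read.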
IMPase Li cell – qHTS Assay for Identifying the Cell-Membrane Permeable IMPase Inhibitors: Potentiation with Lithium | 210,000 tested, 0.35% active | CHO-M1 cells, IP1 TR-FRET (IP-One), carbachol + lithium | AID 1457, 2008 | Potency, µM (highest dose often 59.4 µM), inactives show top-dose activity, negative = IMPase inhibition, usual class: inhibitors;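 further: IP1 builds up when IMPase is blocked and the TR-FRET signal falls; plate controls were basal vehicle for no effect and high inhibitor control for full effect; nearly all actives have a fitted effect of over 50% in size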
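IP1 accumulation measured by competitive TR-FRET in lysed CHO-M1 cells after 30 min compound exposure at 37C, with a small lithium addition to potentiate weak responses. Hill-equation AC50 from ratio and donor-channel data.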
NPSR antag – qHTS Assay for Antagonists of the Neuropeptide S Receptor: cAMP Signal Transduction | AID 1461, 2008 | Potency, µM (highest dose often 38.3 µM), inactives show top-dose activity change, negative = inhibition, most hits filed as inhibitors | CHO-NPSR cells, cAMP TR-FRET, antagonist mode | 220,000 tested, 1% active; further: on the % scale 0 is the no-effect control and ±100 the full control effect; nearly all actives have a fitted effect of over 50% in size; many of its hits are not listed in these tables
GoLoco inh red – qHTS Assay for Inhibitors of RGS12 GoLoco Motif Activity (Red Fluorophore). Gai1:RGS12 GoLoco peptide FP, rhodamine, 10 min. Potency, µM (doses to about 61.6 µM), without a hit: at the top dose activity, negative = inhibition, actives largely listed as inhibitors. 230,000 tested, 0.44% active. AID 880, 2007; active means well fitted inhibition curve with a large enough effect, not every such curve was filed as active; inactive means no such curve, though single readings can be large or run the other way; further: on the % scale 0 is the no-effect control and ±100 the full control effect; nearly all actives have a fitted effect of over 30% in size; many of its hits are not listed in these tables
Target sequence (P63096 whole entry, looked up): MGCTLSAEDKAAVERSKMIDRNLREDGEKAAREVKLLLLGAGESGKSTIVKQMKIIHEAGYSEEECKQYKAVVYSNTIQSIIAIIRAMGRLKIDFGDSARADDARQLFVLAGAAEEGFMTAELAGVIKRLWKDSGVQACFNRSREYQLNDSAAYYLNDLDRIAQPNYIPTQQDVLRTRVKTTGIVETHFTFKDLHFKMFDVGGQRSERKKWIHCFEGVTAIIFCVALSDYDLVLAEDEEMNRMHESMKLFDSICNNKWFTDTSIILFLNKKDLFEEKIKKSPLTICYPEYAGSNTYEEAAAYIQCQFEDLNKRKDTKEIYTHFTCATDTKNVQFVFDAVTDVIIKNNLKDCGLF
Starred values were filed as active, the others as inactive; i = inactive; ? = inconclusive; . = no result given; [ ] = another dose, or the depositor's remark. Unless noted, the call rests on the fitted dose curve; in most records, active means well fitted curve in the direction sought with a large enough effect; inconclusive means small, poorly fitted or top-dose-only effect, or another doubt; inactive means no such curve, though single readings can be large; an effect the other way counts as inactive or inconclusive. Potency means the concentration at half of the fitted maximal effect. The list is partial (hit frequency here may not be typical).

SMILES	SMN2 splice up	Epigenetic reg	KDM4E inh	RECQ1 helicase	KinaseGlo FLuc	IMPase Li cell	NPSR antag	GoLoco inh red
CCOC(=O)C1=C(C)Nc2nc(SCC)nn2C1c1ccc(OC)cc1 (stereo unspecified)	14%	1.8%	-21%	-6%	-4%	41%[activator][38.3 µM]	-13%[46.1 µM]	-10%
COc1cc(C2=NOC(C(=O)Nc3c(C)n(C)n(-c4ccccc4)c3=O)C2)cc(OC)c1OC (stereo unspecified)	.	-2.6%	-1%	20%	.	.	14%	-5%
CC(C)=CCN1CCN(Cc2cnc(C)s2)CC1CCO (stereo unspecified)	.	-0.1%	?	i	0%	18%	17%	15%
CN(CC(=O)O/N=C(\N)c1ccccn1)S(=O)(=O)c1ccccc1	-9%	-1.1%	-9%	-1%	-3%	1%[38.3 µM]	2%[46.1 µM]	7%
O=C1N=c2ccccc2=C1c1sc(=S)n(Cc2ccccc2Cl)c1O	.	0.5%	-16%	-9%	.	.	36%	2%
O=C(/C=C/c1ccc([N+](=O)[O-])cc1)N1CCN(S(=O)(=O)c2cccs2)CC1	.	1.1%	-3%	-3%	.	.	-19%	10%
COc1ccc(/C=N/NC(=S)Nc2ccccc2)cc1COc1ccc(F)cc1F	-18%	1.1%	38%[activator]	-2%	1%	-1%	-28%	4%
COc1ccc2c(c1[N+](=O)[O-])CCC/C2=N/OC(=O)c1cccc2ccccc12	-5%	-1.7%	-5%	-11%	-3%	-2%[38.3 µM]	-15%[46.1 µM]	-1%
COc1ccc(-c2noc(CCCOc3ccccc3)n2)cc1OC	3%	-8.3%	-4%	i	2%	12%	-17%[46.1 µM]	4%
CCOC(=O)CSc1ncnc2c1cnn2-c1ccc(C)cc1	25%	-1.1%	?	0%	4%	0%[38.3 µM]	-25%[46.1 µM]	8%
N#C/C(=C/c1ccccc1)c1nn(CCO)c(N)c1C#N	-1%	2.4%	-1%	-3%	-1%	5%	-12%[46.1 µM]	19%
COc1ccc(-c2csc3ncnc(Oc4ccc5c(C)cc(=O)oc5c4)c23)cc1	-20%	-1.0%	?	2%	0%	19%	-5%	6%
CCOC(=O)C(C(=O)OCC)C(C#N)c1ccccc1 (stereo unspecified)	7%	-1.0%	1%	-3%	1%	1%	9%	-11%
Cc1oc(-c2ccccc2Cl)nc1CSCC(=O)N1CCCC1	?	-4.5%	-3%	-21%	0%	12%	-10%[46.1 µM]	6%
O=C(NC1CCCCCCC1)C1c2ccccc2C(=O)N1Cc1ccco1 (stereo unspecified)	-3%	-1.0%	2%	-1%	0%	8%[38.3 µM]	-5%[46.1 µM]	-6%
O=C1N=C(N2CCc3ccccc3C2)S/C1=C\c1cccc(O)c1	?	7.9%	-2%	7%	-1%	15%	0%	129%[activator]
COc1ccc(CN(C(=O)CSc2nnc(-c3ccc(OC)c(OC)c3)o2)c2ccc(F)cc2)cc1	-30%	-0.8%	-10%	-7%	0%	13%	1%[46.1 µM]	4%
COc1ccccc1NC(=O)CCC(=O)OCc1ccc(Br)cc1	-10%	-1.9%[10.1 µM]	-5%	i	1%	2%	14%	13%
O=C(Nc1nnc(Cc2ccccc2)s1)c1cccs1	12%	1.0%	1%	i	12%	1%[38.3 µM]	8%[46.1 µM]	5%
CN1CCc2c(c3ccccc3n2C)C1	-13%	1.1%	1%	-8%	-3%	16%[38.3 µM]	-2%[46.1 µM]	14%
O=S(=O)(Nc1ccc(-c2nc3cccnc3s2)cc1)c1cc(F)ccc1F	.	-1.3%	?	-5%	.	.	-30%	8%
CCN(CC)CCNC(=O)c1cn(CC)c2cc(N3CCN(C(=O)c4ccco4)CC3)c(F)cc2c1=O	.	1.8%	?	-4%	.	.	8%	-9%
Cc1cccc2cc(CN(Cc3ccc(F)cc3)Cc3nnnn3C3CCCC3)c(=O)[nH]c12	-1%	-2.5%	?	-16%	0%	8%[38.3 µM]	?	7%
O=C(/C=C/c1cccc([N+](=O)[O-])c1)NCCSCc1c(Cl)cccc1Cl	-6%	0.0%	8%	-4%	0%	8%	-19%	-6%
Cc1nc(N2CCC(C)CC2)c2c(C)c(C(=O)Nc3cccc(C(F)(F)F)c3)sc2n1	-46%[inhibitor]	0.0%	?	-12%	9%	-7%	-24%	-4%

Arranged by heavy-atom count (rising): 8 of the compounds above
SMILES	SMN2 splice up	Epigenetic reg	KDM4E inh	RECQ1 helicase	KinaseGlo FLuc	IMPase Li cell	NPSR antag	GoLoco inh red
CCOC(=O)C(C(=O)OCC)C(C#N)c1ccccc1 (stereo unspecified)	7%	-1.0%	1%	-3%	1%	1%	9%	-11%
CC(C)=CCN1CCN(Cc2cnc(C)s2)CC1CCO (stereo unspecified)	.	-0.1%	?	i	0%	18%	17%	15%
Cc1oc(-c2ccccc2Cl)nc1CSCC(=O)N1CCCC1	?	-4.5%	-3%	-21%	0%	12%	-10%[46.1 µM]	6%
COc1ccccc1NC(=O)CCC(=O)OCc1ccc(Br)cc1	-10%	-1.9%[10.1 µM]	-5%	i	1%	2%	14%	13%
O=C1N=c2ccccc2=C1c1sc(=S)n(Cc2ccccc2Cl)c1O	.	0.5%	-16%	-9%	.	.	36%	2%
O=C(/C=C/c1cccc([N+](=O)[O-])c1)NCCSCc1c(Cl)cccc1Cl	-6%	0.0%	8%	-4%	0%	8%	-19%	-6%
COc1ccc(/C=N/NC(=S)Nc2ccccc2)cc1COc1ccc(F)cc1F	-18%	1.1%	38%[activator]	-2%	1%	-1%	-28%	4%
COc1ccc(CN(C(=O)CSc2nnc(-c3ccc(OC)c(OC)c3)o2)c2ccc(F)cc2)cc1	-30%	-0.8%	-10%	-7%	0%	13%	1%[46.1 µM]	4%

Further records
SMILES	SMN2 splice up	Epigenetic reg	KDM4E inh	RECQ1 helicase	KinaseGlo FLuc	IMPase Li cell	NPSR antag	GoLoco inh red
Cc1ccc(NC(=O)COC(=O)C2CC2)c(Br)c1	24%	-1.0%	3%	-10%	-1%	-6%	5%	5%
O=C1c2cccnc2C(Nc2cccc(F)c2)N1Cc1ccco1 (stereo unspecified)	-8%	-0.5%	-1%	i	2%	-1%	6%	12%
CCOC(=O)C1=C(C)Nc2ncnn2C1c1cccs1 (stereo unspecified)	8%	0.8%	9%	9%	-2%	-5%[38.3 µM]	?	1%
Cc1ccc(-c2cc(C(=O)N3CCN(C(=O)c4ccco4)CC3)no2)cc1	-14%	0.0%	2%	5%	-4%	20%[38.3 µM]	6%[46.1 µM]	6%
Cc1ccc(C2C3CSCC=C3C(C#N)=C(N)C2(C#N)C#N)cc1 (stereo unspecified)	-16%	1.2%	?	i	-1%	15%	-4%[46.1 µM]	32%[activator]
O=C(COC(=O)c1cncc(Br)c1)NC1CCCC1	-2%	-7.0%	-7%	7%	-3%	2%	4%	5%
CC(NC(=O)COC(=O)c1cn(-c2ccccc2)nc1-c1cccs1)c1ccccc1 (stereo unspecified)	-10%	0.0%	?	-14%	-1%	-5%[38.3 µM]	-15%[46.1 µM]	20%
CC(C)(C)c1ccc(Oc2cccc(C3CC(=O)C(C4NCCc5ccccc54)C(=O)C3n3cncn3)c2)cc1 (stereo unspecified)	-2%	-0.4%	-2%	-25%	0%	7%[38.3 µM]	-9%[46.1 µM]	-6%
Cn1nc(C(F)(F)F)c(/C=N/OC(=O)c2ccc(Cl)cc2)c1Cl	-11%	0.0%	3%	-2%	0%	0%[38.3 µM]	-10%[46.1 µM]	-11%
CC(C)CC(=O)NC(=S)Nc1ccccc1C(F)(F)F	-10%	-4.2%	1%	2%	3%	7%	-6%	2%
Cc1cc(NC(=O)CCC(=O)N(Cc2cccs2)C(C(=O)NC2CCCC2)c2ccncc2)no1 (stereo unspecified)	8%	0.0%	-1%	i	-1%	0%[38.3 µM]	-9%[46.1 µM]	-11%
O=C(COC(=O)COc1ccc(Cl)cc1Br)NCc1cccs1	-4%	-1.5%	3%	-5%	5%	-4%	4%	-2%
CCOc1ccc(C2CC(c3cccc(OC)c3OC)n3nnnc3N2)cc1Cl (stereo unspecified)	?	1.0%	3%	-4%	-3%	26%[38.3 µM]	?	-5%
CCn1c(SCC(=O)N2c3ccccc3Sc3ccccc32)nnc1-c1ccco1	-1%	0.2%	-2%	-4%	1%	43%[activator][38.3 µM]	-23%[46.1 µM]	4%
Cc1ccc(S(=O)(=O)N2CCOCC2)cc1C(=O)NC(=S)N1CC(C)CC(C)C1 (stereo unspecified)	.	-0.6%	-7%	-12%	.	.	?	1%
O=C(CSc1ccc(-c2cccnc2)nn1)N1CCCc2ccccc21	-3%	0.1%	5%	-20%	4%	18%	-21%	10%
Clc1ccc(OCc2nnc(SCCN3CCCCC3)n2Cc2ccco2)cc1	10%	0.0%	-5%	i	-3%	50%[activator][38.3 µM]	5%[46.1 µM]	1%
COc1ccccc1OCCOc1ccc(/C=C2/C(=N)N3OC(C)=CC3=NC2=O)cc1OC	-26%	2.1%	1%	2%	-2%	6%[38.3 µM]	-9%[46.1 µM]	15%
COc1ccc(/C=N/NC(=O)c2ccc(CN3C(=O)c4cccc5cccc3c45)cc2)cc1O	.	-0.2%	?	-6%	.	-9%	-16%	4%
